IL-1B inflam inh = blocks inflammasome-driven IL-1 beta release; actives 4.7% (n = 360,000); activity change, % at 57.5 µM; AID 743279; THP-1 LPS/ATP IL-1B secretion, AlphaLISA, 16 h; hits give low values; in the data active means activity change below about -50%; inconclusive means mostly about -30% to -49%; further: on the % scale 0 is the no-effect control and ±100 the full control effect
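THP-1 cells pretreated 1 hr with compounds (up to 57.5 uM final), then stimulated with LPS (250 ng/mL final) plus ATP (1.25 mM final); secreted IL-1B measured by AlphaLISA after 16 hr, decreased signal indicating inhibition.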
HT1080 IDH1KD tx = HT-1080 IDH1 knockdown cell toxicity (counter line); HT-1080 IDH1 knockdown viability, ATP luminescence, 48 h; Potency, µM (doses to about 46.1 µM), inactives show at the top dose activity, negative = toxicity, hits mostly cytotoxic; actives 2% (n = 360,000); AID 686971;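 further: potency means the concentration at half of the fitted maximal effect; 0% = DMSO wells and -100% = cell-free medium wells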
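In this qHTS, HT-1080 cells depleted of IDH1 are exposed for 48 h at 37 °C to compound titrations. Toxicity is scored from CellTiter-Glo luminescence, with DMSO as full viability and medium alone as none.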
HEK293 tox = cytotoxicity in counter-screen for GLP-1R inverse agonists. actives 0.13% (n = 410,000). Potency, µM (highest dose often 38.3 µM), without a hit: top-dose activity change, negative = inhibition, hits mostly inhibitors. AID 624418. HEK293 cAMP-luciferase reporter cells, luminescence, 24 h;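 further: loss of luciferase light is scored as toxicity; potency means the concentration at half of the fitted maximal effect; on the % scale 0 is the no-effect control and ±100 the full control effect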
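Quantitative HTS format, 1536 wells, 200 cells/uL seeded. Compounds: 23 nL, 24 h, 37 °C. Detection: luciferase reagent, luminescence at 12 min RT; decreased signal taken as cytotoxic.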
KB-3-1 tox = KB-3-1 parental cell cytotoxicity | KB-3-1 viability, CellTiter-Glo ATP luminescence, 72 h | Potency, µM (top dose mostly 46.1 µM), for inactives: at the top dose activity change, negative = cytotoxic, usual class: cytotoxic | actives 1.4% (n = 400,000); further: potency means the concentration at half of the fitted maximal effect; on the % scale 0 is the no-effect control and ±100 the full control effect; nearly all actives have a fitted effect of over 60% in size
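Here the drug-naive KB-3-1 line serves as comparator for MDR sub-line selectivity; cells received compound titrations, 72 h at 37 °C, then CellTiter-Glo readout.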
MCF10A rerep = inducers of DNA re-replication in MCF 10A breast cells. Potency, µM (highest dose often 46.1 µM), for the others: at the top dose activity, positive = re-replication, usual class: activators. MCF 10A DNA re-replication, Hoechst nuclear intensity, 48 h. actives 2.9% (n = 350,000). AID 624296; further: potency means the concentration at half of the fitted maximal effect; % of control where 0% means no effect; nearly all actives have a fitted effect of over 50% in size
HT1080NT lethal = kills 2HG-producing HT-1080-NT fibrosarcoma cells; HT-1080-NT fibrosarcoma viability, CellTiter-Glo ATP luminescence, 48 h; Potency, µM (top dose mostly 46.1 µM), inactives show at the top dose activity, negative = less viability, usual class: cytotoxic; actives 1.6% (n = 360,000); AID 686970;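 further: NT is the 2HG producing partner of a matched IDH1 knockdown line; potency means the concentration at half of the fitted maximal effect; 0% = DMSO-treated cells and -100% = media-only wells without cells; nearly all actives have a fitted effect of over 55% in size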
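HT-1080-NT fibrosarcoma cells (2HG-overproducing), 750 cells/well in RPMI with 5% FBS, dosed after 2 h and incubated 48 h at 37C. CellTiter-Glo luminescence normalized to DMSO and no-cell wells; concentration-response curves fitted and classed.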
DRD3 agonist = activates the human D3 dopamine receptor | P35462 | D3R DiscoveRx beta-arrestin cells, luminescence, 90 min | max activation, % | actives 0.58% (n = 410,000) | AID 652048; in the data active means max activation above about 30%; further: 0% is about no effect; mostly tested at two doses, the higher about 12 µM
Target sequence (P35462 whole entry, looked up): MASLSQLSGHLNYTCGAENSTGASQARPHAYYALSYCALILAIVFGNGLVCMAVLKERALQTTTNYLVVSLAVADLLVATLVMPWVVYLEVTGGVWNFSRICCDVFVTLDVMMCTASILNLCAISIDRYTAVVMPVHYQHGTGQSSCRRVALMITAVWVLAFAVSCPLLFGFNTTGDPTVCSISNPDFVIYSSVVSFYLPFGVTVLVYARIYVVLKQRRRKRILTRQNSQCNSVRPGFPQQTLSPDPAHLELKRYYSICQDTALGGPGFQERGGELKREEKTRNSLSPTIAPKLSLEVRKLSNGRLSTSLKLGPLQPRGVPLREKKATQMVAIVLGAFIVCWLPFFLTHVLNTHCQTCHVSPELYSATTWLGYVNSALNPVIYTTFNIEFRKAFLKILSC
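Agonist-mode cell screen: cells plated at 1500/well and incubated overnight at 37 °C, then exposed to library compounds for 90 min at 37 °C. Detection reagent was added for 30–60 min at room temperature, and luminescence was read.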
SW480 rereplic = inducers of DNA re-replication in SW480 colon cancer cells; SW480 DNA re-replication, Hoechst DNA content imaging, 48 h; Potency, µM (titrated, usually from 46.1 µM), for the others: top-dose re-replication activation, most hits filed as activators; actives 1.8% (n = 340,000); AID 624297; further: potency means the concentration at half of the fitted maximal effect; % of control where 0% means no effect; nearly all actives have a fitted effect of over 55% in size
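Image-based read-out: total Hoechst fluorescence of nuclei (405 nm excitation, 500-530 nm emission), with hits raising the fraction of high-intensity nuclei. SW480 colon cells incubated 48 hr with compounds at 37 C.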
KB-V1 cytotox = KB-V1 MDR subline cytotoxicity. KB-V1 MDR cells viability, CellTiter-Glo, 72 h. Potency, µM (top dose mostly 46.1 µM), without a hit: at the highest dose activity change, negative = cytotoxicity, most hits filed as cytotoxic. actives 3.4% (n = 400,000); further: potency means the concentration at half of the fitted maximal effect; on the % scale 0 is the no-effect control and ±100 the full control effect; nearly all actives have a fitted effect of over 60% in size
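Compound-treated KB-V1 multidrug-resistant cells, 72 h, 37 degrees C; viability by CellTiter-Glo. Fitted qHTS curves give the values.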
Active calls of the source: *; ? = inconclusive; . = no result given; & = joins results of further samples; [ ] = remark or other dose. Unless noted, the call rests on the fitted dose curve; in most records, active means well fitted curve in the direction sought with a large enough effect; inconclusive means small, poorly fitted or top-dose-only effect, or another doubt; inactive means no such curve, though single readings can be large; an effect the other way counts as inactive or inconclusive. Rows are unselected; any-hit rate near 11%.

SMILES	IL-1B inflam inh	HT1080 IDH1KD tx	HEK293 tox	KB-3-1 tox	MCF10A rerep	HT1080NT lethal	DRD3 agonist	SW480 rereplic	KB-V1 cytotox
CCOc1cccc2sc(NC(=O)CC)nc12	-17	?	4%	-5%	14%	9%	1	0%	-20%
CCOc1ccc(NS(=O)(=O)c2ccc(C(=O)N(C)CC(=O)Nc3ccccc3Br)cc2)cc1	0	0%	1%	?	?	-15%	-17	-23%	2%
COc1ccc(OCC(=O)OCCN2C(=O)c3ccccc3C2=O)cc1	-10	-2%	-4%	-3%	-1%	-1%	3	-11%	0%
CCC(=O)Nc1ccc(C(=O)CN2C(=O)NC3(CCCCCC3)C2=O)cc1	-11	-6%	-10%	0%	-1%	-8%	2	-1%	14%
CC(=O)Oc1ccc(-c2cccc(C(=O)NCC(=O)O)c2)cc1	10	1%	9%	5%	-1%	4%	-2	-4%	23%
CCc1ccc(-c2cc3c(=O)n(CC(=O)N4CCCC4)nc(C)n3n2)cc1	54	0%	0%	-7%	?	4%	-10	1%	3%
CCCCCCn1c(NCC)nc2c1c(=O)[nH]c(=O)n2C	29	15%	-7%	-7%	7%	22%	-2	-12%	?
COc1cccc(NC(=O)COc2cc(C)cc3oc(=O)cc(C)c23)c1	24	-1%	9%	3%	2%	5%	-3	-3%	3%
CCOC(=O)c1nnn(-c2nonc2N)c1CN1CCCCCC1	13	0%	6%	3%	5%	-3%	2	-5%	-3%
CCc1cc(-c2n[nH]c(C)c2-c2nc(C)cs2)c(O)cc1OC	-78*	-15%	9%[7.66 µM]	-1%	26%	?	1	-5%	?
CN(C)/C=C(\C#N)C(=O)N/N=C/c1ccccc1	3	22%	1%	-6%	-2%	22%	-9	-8%	20%
COc1ccc(S(=O)(=O)N(CCC#N)Cc2ccco2)cc1OC	-3	2%	0%	1%	?	-2%	10	-3%	-14%
CCS(=O)(=O)c1ccc(O)c(NC(=O)c2cc(OC)c(OC)c(OC)c2)c1	16	0%	-12%	-16%	3%	0%	2	-3%	-9%
CC(C)OC(=O)Nc1ccc2c(c1)N(C(=O)N1CCN(C)CC1)c1ccccc1CC2	-28	23µM*	-11%	?	?	23µM*	-14	-61%[inhibitor]	?
COc1cc(OC)c(OC)cc1CNCCSc1nnnn1-c1ccccc1	.	.	1%	5%	.	.	-11	.	-8%

Laid out differently: 5 of the compounds above.
SMILES,IL-1B inflam inh,HT1080 IDH1KD tx,HEK293 tox,KB-3-1 tox,MCF10A rerep,HT1080NT lethal,DRD3 agonist,SW480 rereplic,KB-V1 cytotox
COc1cc(OC)c(OC)cc1CNCCSc1nnnn1-c1ccccc1,.,.,1%,5%,.,.,-11,.,-8%
CC(=O)Oc1ccc(-c2cccc(C(=O)NCC(=O)O)c2)cc1,10,1%,9%,5%,-1%,4%,-2,-4%,23%
CCOC(=O)c1nnn(-c2nonc2N)c1CN1CCCCCC1,13,0%,6%,3%,5%,-3%,2,-5%,-3%
CC(C)OC(=O)Nc1ccc2c(c1)N(C(=O)N1CCN(C)CC1)c1ccccc1CC2,-28,23µM*,-11%,?,?,23µM*,-14,-61%[inhibitor],?
COc1cccc(NC(=O)COc2cc(C)cc3oc(=O)cc(C)c23)c1,24,-1%,9%,3%,2%,5%,-3,-3%,3%

Next part.
SMILES	IL-1B inflam inh	HT1080 IDH1KD tx	HEK293 tox	KB-3-1 tox	MCF10A rerep	HT1080NT lethal	DRD3 agonist	SW480 rereplic	KB-V1 cytotox
CCCCOc1ccc(OC(=O)c2cccnc2)cc1	-3	?	0%	-4%	?	-7%	5	0%	15%
COC(=O)[C@@]1(Cc2ccc(F)cc2)[C@H]2c3cc(C(=O)N4CCCC4)n(Cc4ccc(C)o4)c3C[C@H]2CN1C(=O)c1ccccc1	-87*	21µM*	-24%	?	.	?	-3	.	-20%
Cc1cc(C)n(CC(=O)n2nc(C)cc2C)n1	28	9%	-23%	8%	0%	16%	3	-5%[9.22 µM]	0%
Cc1cccc(NC(=O)CSc2nc3[nH]ncc3c(=O)[nH]2)c1C	7	11%	-16%	12%	-1%	6%	-9	?	7%
O=C(C1=C[C@H](c2csc3ccccc23)C[C@H](OCc2ccc(CO)cc2)O1)N1CCOCC1	-7	8%	-4%	0%	-12%	2%	2	25%	-12%
COc1cc(CN2CCN(C(=O)CC(C)C)CC2)cc(OC)c1OC	16	12%	-11%	12%	-5%	11%	-4	-31%[inhibitor]	1%
COc1ccc(C2(CNC(=O)c3ccc(OCC(C)C)cc3)CCOCC2)cc1	-1	-6%	-12%	-15%	26%	-8%	-3	-2%	?
CCN1CCN(Cc2cc(=O)oc3cc(C)cc(C)c23)CC1	?	0%	2%	-7%	17%	-1%	-2	1%	2%
COc1ccc(S[C@@H](CCN2CC[C@H](O)CCC2=O)c2ccccc2)cc1	-5	7%	7%	2%&16%	23%	-5%	5	-94%[inhibitor]	?
COC(=O)[C@H]1C[C@H](OC(=O)NC2CCCC2)[C@@]2(O)CN(S(=O)(=O)c3ccc(C)cc3)CC2[C@H]1C(=O)OC (some centres not stated)	-18	1%	3%	-2%	.	11%	-7	.	-9%
O=S(=O)(NCc1ccccc1Br)c1ccccc1Br	47	-5%	2%	-2%&-4%	2%	-8%	-14	?	?
O=C(N/N=C\c1cccc([N+](=O)[O-])c1O)C1COc2ccccc2O1 (configuration not stated)	85	?	-7%	-4%	-7%	?	-5	?	-5%
CC(/C=N/NC(=O)CSc1n[nH]c(=O)[nH]c1=O)=C\c1ccccc1	18	-1%	-2%	-2%	1%	10%	0	-2%	0%
O=C(NNc1cc(Cl)cc(Cl)c1)C1CCC1	.	?	-19%	-3%	14%	-26%	14	?	-10%
COc1ccc(NC(=S)NNC(=O)c2cccs2)cc1	-11	0%	5%	16%	0%	6%	-2	104%	20%
COc1cccc(CNc2ncnc3cc(OC)c(OC)cc23)c1	-17	-1%	-25%	5%	?	-15%	6	-7%	?
CCc1ccc(OCC(O)CN2CCN(c3ccc(OC)cc3)CC2)cc1 (configuration not stated)	7	5%	5%	2%	4%	-1%	-10	-2%	-5%
c1ccc(NC2=NCCN2CCCC2CCCC2)cc1	-25	-24%	-28%	-22%	1%	-21%	-63	-12%[9.22 µM]	7%
COc1cccc(N2CCN(CC(=O)NC3=Nc4ccccc4N=C(C)C3c3ccccc3)CC2)c1 (configuration not stated)	.	-7%	6%	21%	?	-7%	6	?	?
Nc1nn(-c2ccccc2Cl)cc1-c1nn[nH]n1	-8	2%	1%	5%	-1%	11%	0	-28%	2%
Oc1cccc(-c2nc3ccc4ccccc4c3c3c2CCC3)c1	0	?	-9%	4%	?	?	7	0%	5%
CCOc1ccc(S(=O)(=O)Nc2ccc(C(=O)N(C)CC(=O)Nc3ccc(OC)cc3)cc2)cc1	-15	5%	8%	1%	0%	1%	-7	-2%	0%
CC1(C)CC2(CCO1)OC(=O)CC2C(=O)Nc1cccc2ccccc12 (configuration not stated)	11	4%	7%	11%	17%	3%	2	-3%	-5%
O=C(O)c1ccc(N/N=C/c2ccc(-c3cccc(Cl)c3)o2)cc1	-13	16µM*	187%[activator]	?	?	10µM*	13	21µM*	-21%
CCCCCN1CC(O)=C(c2nc(-c3ccc(Cl)cc3)cs2)C1=N	-24	3%	3%	-1%	-6%	-2%	-5	-2%	27%
COc1ccc(NC(=O)c2ccc(-c3nc(COc4ccccc4)c(C)o3)cc2)cc1	.	.	0%	1%	.	.	-5	.	5%
CCN1CCCC1CN(Cc1cc2ccc(C)cc2[nH]c1=O)C(=S)Nc1ccc(F)cc1 (configuration not stated)	0	-2%	9%	-4%	6.5µM*	5%	-25	-5%	23%
O=C1CN(C(=O)COC(=O)/C=C/c2ccc(F)cc2)c2ccccc2N1	-12	-10%	5%	?	0%	-8%	-8	-6%	22%
Cc1cc(C(=O)N2CCC2(C)C(=O)NCCC#N)nn1C (configuration not stated)	0	11%	-3%	0%	.	-2%	-25	.	4%
CC(C)(C)n1nnnc1C(c1ccccc1)N1CCN(C/C=C/c2ccccc2)CC1 (configuration not stated)	-8	-24%	-10%	0%	.	-28%	-10	.	2%
CC(C)(C)C1CCc2onc(C(=O)Nc3sc4c(c3C#N)CCCC4)c2C1 (configuration not stated)	.	.	2%	0%	.	.	-4	.	-30%
Fc1ccc(NC(=S)NCc2cccs2)cc1	70	-2%	13%	?	-55%[inhibitor]	-5%	-5	?	18µM*
CCOC(=O)c1c(C)nn(-c2ccc(NC(=O)c3cccs3)cc2)c1C	-96*	?	?	-2%	26%	?	4	-1%	?
COc1ccc(CC(=O)Nc2ccc(N3CCOCC3)cc2)cc1OC	29	-1%	-26%	-22%	16%	?	2	1%	?
C1CSC2(N1)C1CC3CC(C1)CC2C3 (configuration not stated)	-2	26%	5%	-6%	2%	22%	4	1%	-3%
Clc1ccc(NCc2cccnc2)c(Cl)c1	-59*	-1%	-3%	-1%	-14%	-1%	-8	-1%	1%
CCOC(=O)c1cnn(-c2nc(-c3ccccc3)cs2)c1C(F)(F)F	-13	-9%	10%	3%	5%	-1%	4	3%	-1%
CCC[C@@H](CN1CCC[C@H]1CN1C(N)=NC[C@H]1C(C)C)N1C[C@@H](Cc2ccccc2)N(CCCC2CCCC2)C1=N	-63*	1%	7%	0%	?	1%	-30	-43%	0%
CC(C)(C)c1cc(C(c2cccnc2)N2CCN(CCO)CC2)cc(C(C)(C)C)c1O (configuration not stated)	-102*	5µM*	?	-3%	1%	6.3µM*	-23	-1%	-19%
CC12CCC(=O)N1C(C(=O)N1CCN(S(=O)(=O)c3cccc(C(F)(F)F)c3)CC1)CS2 (configuration not stated)	0	8%	-16%	5%	12%	12%	1	-4%	?
COc1ccc(Cc2nnc(C(=O)NCCCN3CCN(c4ccccc4F)CC3)o2)cc1OC	.	.	-13%	-4%	.	.	5	.	-10%
